# MT stabilize HCS: microtubule stabilization, imaging screen; HeLa tubulin immunostaining HCS, 24 h; share of cells brighter than vehicle mean+2SD; actives 0.83% (n = 200,000); % tubulin-high responders, % at 10 µM; AID 2205;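 active means plate Z-score above 3 for both tubulin-high and condensed-nucleus cell shares, with cell loss under 80%, at 10 µM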;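 further: anti alpha tubulin signal scored within the nucleus-defined area of each cell; some results filed as inactive read as strong as hits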
# PMI inhibitors: MPI enzyme activity inhibition – biochemical, fluorescence intensity, coupled assay, primary screen (AID 1209); purified PMI enzyme, coupled fluorescence intensity; higher % means a stronger effect; actives 0.42% (n = 190,000); inhibition, % at 20 µM; hits with a dose series show IC50 in µM;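 further: plate controls were DMSO vehicle for no effect and wells lacking substrate for full effect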
# Yfh1-off respiration: enhancers of respiration in Yfh1-depleted yeast, dose response, Friedreich's ataxia, plus single-dose screen (AID 1465) | S. cerevisiae Yfh1-off respiration, WST-1 reduction, 72 h; higher fold induction means a stronger effect | one-dose fold induction at 50 µM; EC50 in µM for titrated hits | actives 0.074% (n = 220,000);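 active means fold induction of absorbance versus untreated yeast above a set limit, then at least 30% activation at any dose in follow-up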;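 further: activators that raise dye reduction in frataxin-depleted yeast; strong numbers were not always called active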
# Ins promoter up: MIN6 insulin promoter up-regulation; z-score at 5 µM; AID 1625; actives 0.3% (n = 190,000); MIN6 insulin promoter-GFP reporter, high-content imaging; active compounds read high;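 active means z-score above 3 at 5 µM with at least 500 cells counted in the well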
# WT yeast gro inh: growth inhibition of WT yeast, mitochondrial fusion screen; mitochondrial fusion phenotypic screen, WT strain; actives 2.1% (n = 190,000); inhibition, % at 10 µM; in the data active means inhibition above about 58%; tested in S. cerevisiae
# PMI inhibition: human PMI inhibitors, high substrate, primary screen, biochemical, fluorescence intensity, high mannose 6-phosphate (AID 1220). recombinant PMI enzyme, coupled fluorescence intensity; higher % means a stronger effect. inhibition, % at 20 µM; hits with a dose series show IC50 in µM. actives 0.66% (n = 190,000)
# bCat nuc transl: beta-catenin nuclear translocation modulation | actives 0.3% (n = 190,000) | nuclear translocation activity, % at 5 µM | HeLa beta-catenin nuclear translocation, immunofluorescence imaging;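 active means nuclear translocation activity above 50% at 5 µM, with a well cell count of 50 or more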;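 further: per-cell ratio of nuclear to cytoplasmic median beta-catenin stain intensity; plate controls were DMSO negative control for no effect and GSK-3 inhibitor IX positive control for full effect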
#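 Test system: human HeLa cells, native beta-catenin. Compound dosing: 5 µM primary single dose, 0.1% DMSO, 0.02–20 µM confirmation series. Incubation: compound exposure 24 h at 37°C. Detection: beta-catenin immunostaining with DAPI counterstain, 20x imaging, 6 fields/well. Read-out basis: Nuclear/cytoplasmic beta-catenin signal ratio, % activation.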
# Autophagy mod: alters autophagy in cells; MEF GFP-LC3 puncta imaging; test concentration mostly 10 µM; calls only at 10 µM (by protocol); actives 0.98% (n = 190,000);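 active means percentage of spot-positive cells more than 3 SD above its plate mean, without a fluorescence outlier flag or 80% toxicity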;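 further: spot-positive cell cutoff set from DMSO-treated cells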
# Dynein cargo inh: blocks dynein driven cargo transport along microtubules; 3617.4 mouse cells, GR-EGFP nuclear translocation imaging; test concentration mostly 20 µM; stimulated with dexamethasone, 1 µM; active compounds read low; AID 1381; actives 0.47% (n = 220,000); z-score, hits read low;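 active means plate z-score of nuclear minus cytoplasmic receptor signal below a set negative limit, without overly bright fluorescence or cell loss, cut at about -3.5 in these data, passing the limit was not always enough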;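 further: z-score of nuclear minus cytoplasmic ring GR-EGFP intensity difference per well; some compounds called inactive have numbers as strong as hits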
#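 medium = tetracycline-free induction medium containing charcoal-stripped FBS | probe or stimulus = dexamethasone, 1.0 µM final | timing = 48 h induction, then 1 h compound, then 30 min agonist, 37 °C | detection = automated 10x imaging of fixed Hoechst-stained cells | read-out basis = nuclear versus cytoplasmic GR-EGFP signal, averaged per well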
# WT yeast gro inh mutant strain: second read-out of WT yeast gro inh, no call of its own (marks repeat the call); inhibition, %; mitochondrial fusion phenotypic screen, mutant strain inhibition
# Dynein cargo inh cytoplasmic EGFP: further read-out of Dynein cargo inh, marked with its call; z-score; measured here: cytoplasmic GR-EGFP intensity; active compounds read high
# Dynein cargo inh nuclear GR-EGFP: also measured in Dynein cargo inh; calls as there; z-score; measured here: nuclear GR-EGFP intensity;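 lower value marks the stronger effect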
# Dynein cargo inh cell count: further read-out of Dynein cargo inh, marked with its call; z-score; measured here: cell count per field
# Ins promoter up cell count: recorded beside Ins promoter up, whose call it bears; cell count; measured here: cytotoxicity, nuclei count;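 total cells summed across four imaged fields per well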
# bCat nuc transl cell count 5 µM: further read-out of bCat nuc transl, marked with its call; cell count; measured here: cell count, cytotoxicity flag
# MT stabilize HCS Hoechst-high %: recorded beside MT stabilize HCS, whose call it bears; % Hoechst-high responders; measured here: nuclear condensation Hoechst responders;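 share of cells brighter than vehicle mean plus two SD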
# MT stabilize HCS cytotoxicity %: also measured in MT stabilize HCS; calls as there; toxicity, %; measured here: cytotoxicity by cell density;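 0% = mean cell density of plate MIN control wells and 100% = no cells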
# Autophagy mod cell loss 18 h: further read-out of Autophagy mod, marked with its call; toxicity, %; measured here: cell loss, nuclei count;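 cell loss after 18 h compound exposure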
# An asterisk follows results filed as active; i = inactive; . = not tested or not shown. Unless noted, no stated cut-off is given here; in the data, active means inhibition above about 50%; inactive means the rest. Random draw from the library. About 5% of those tested had a hit in this group.
Molecule,MT stabilize HCS,MT stabilize HCS Hoechst-high %,MT stabilize HCS cytotoxicity %,PMI inhibitors,Yfh1-off respiration,Ins promoter up,Ins promoter up cell count,WT yeast gro inh,WT yeast gro inh mutant strain,PMI inhibition,bCat nuc transl,bCat nuc transl cell count 5 µM,Autophagy mod,Autophagy mod cell loss 18 h,Dynein cargo inh,Dynein cargo inh cytoplasmic EGFP,Dynein cargo inh nuclear GR-EGFP,Dynein cargo inh cell count
Nc1nc(SCc2c(F)cccc2Cl)[nH]c(=O)c1-c1ccccc1,1.2,1.3,21,7%,i,0.88,870,-8,-21,11%,.,.,i,-2,-0.45,-0.27,-0.24,0.38
COc1ccc(CCN(Cc2cc3cc(C)ccc3[nH]c2=O)C(=O)N2CCCC2)cc1OC,4.7,3.2,9.0,-4%,i,-2.3,955,0,20,-7%,-1.2,1149,i,-4,0.071,-0.25,0.65,0.66
COC(=O)CNC(=O)c1ccc(=O)oc1,4.5,3.8,2.2,10%,i,0.43,1084,-5,-18,7%,-4.4,1028,i,9,-0.87,-0.3,-0.71,0.27
O=C(Nc1cccc(NC(=O)c2cccs2)c1)c1ccc([N+](=O)[O-])o1,.,.,.,.,i,0.99,899,.,.,.,-0.2,1297,.,.,-0.44,-0.22,0.53,-0.27
CC(=O)Nc1ccc(S(=O)(=O)Nc2ncccn2)cc1,2.4,2.1,3.1,10%,i,0.01,1244,3,17,9%,0.0,1057,i,9,-1.1,-0.16,-0.54,0.5
O=C(c1ccco1)c1cc2c(ccc3ccccc32)oc1=O,2.3,2.2,1.4,-6%,i,-0.62,1419,20,14,-10%,-0.3,736,i,1,-0.53,-0.16,-0.41,1.3
Cc1ccc(S(=O)(=O)N[C@H](C(=O)N2CCC3(O)CCCCC3C2)c2ccccc2)cc1 (stereo partly specified),2.7,1.4,9.1,2%,i,0.93,1605,4,-5,5%,0.5,1298,i,2,-0.65,-0.23,-0.57,0.82
CC(C)NC(=O)C1CC(=O)N(c2ccc(F)c(Cl)c2)C1 (stereo unspecified),1.3,1.8,6.6,11%,i,-0.83,1639,11,10,-1%,1.2,1350,i,-7,0.28,-0.21,-0.074,0.33
CCN(CC(=O)NC1CCS(=O)(=O)C1)S(=O)(=O)c1ccc(C)cc1C (stereo unspecified),2.5,6.1,6.4,-2%,i,0.45,1331,-7,1,-5%,-1.6,949,i,6,-0.92,0.19,-0.58,0.58
COc1ccc(C(=O)n2nc(C)cc2C)cc1Br,2.9,1.4,5.6,12%,i,-0.02,894,-6,2,14%,-0.1,1106,i,35,0.16,-0.21,0.72,0.39
Cc1ccc(S(=O)(=O)N(CCC#N)CCN2CCCC2)cc1,2.0,0.9,8.9,-18%,i,1.3,1452,19,4,-5%,-8.5,985,i,3,-0.38,-0.17,-0.11,0.51
Cc1cc(=O)oc(C)c1C(=O)N[C@@H]1CCCCNC1=O,2.2,4.0,11,5%,i,.,.,-9,5,0%,-3.7,1225,i,5,0.27,-0.092,0.47,-0.09
CCOC(=O)N1CCC(NC(=O)C2CCN(S(=O)(=O)c3cnc[nH]3)CC2)CC1,2.8,2.2,6.3,9%,i,0.4,1299,1,-9,10%,0.4,973,i,-2,1.4,-0.14,0.71,-0.28
CCCn1nc(Oc2nc(N(C)C)nc(N(C)C)n2)ccc1=O,.,.,.,.,i,.,.,-7,-12,.,-1.1,1461,i,-15,-0.12,-0.18,0.26,0.21
COC(=O)c1ccc(N=NNc2ccccc2)cc1,4.3,1.7,3.7,-38%,i,0.67,1326,4,-9,-44%,0.6,1041,i,-4,-0.65,-0.25,-0.48,0.71
C=CCOc1ccc2c(OC)c3ccoc3nc2c1OC,2.9,2.3,9.4,-1%,i,.,.,16,4,5%,.,.,i,-2,1.2,-0.23,0.45,0.83
Cc1nn(-c2ccccc2)c(Cl)c1/C=N/Nc1ccc(S(=O)(=O)Nc2ccccc2C(=O)O)cc1[N+](=O)[O-],2.5,2.0,8.4,18%,.,.,.,20,16,6%,.,.,i,-5,-0.66,-0.15,-0.96,-0.65
NC(=O)c1cc(N)ccc1N1CCCC1,2.1,2.1,3.5,20%,i,0.48,1299,1,-9,44%,-5.8,917,i,-16,-0.58,-0.21,-0.21,0.29
Cc1ccc(C(=O)CN2C(=O)C(C)Oc3ccccc32)cc1 (stereo unspecified),2.3,1.2,0.2,15%,i,0.64,1299,16,3,14%,0.4,1483,i,-26,-0.56,-0.25,-0.29,0.69
Cc1c(C(=O)Nc2nc3ccccc3[nH]2)cccc1[N+](=O)[O-],3.8,3.5,4.1,12%,i,-0.12,1493,6,2,9%,-1.1,1151,i,-1,-0.18,-0.24,-0.069,0.94
COc1cccc(-c2cc(C(=O)Nc3ccn(Cc4ccc(C)cc4)n3)no2)c1,2.5,2.1,5.0,8%,i,-0.15,1146,-30,-31,4%,0.3,1126,i,14,1.1,-0.23,0.77,-1.3
COc1ccc(S(=O)(=O)NC(C)C)cc1C(=O)N1CCOCC1,3.6,3.0,9.0,-14%,i,-0.29,1287,-12,3,2%,-1.0,1112,i,-6,-1.1,-0.35,-0.21,0.29
C=CCc1ccccc1OCC(O)Cn1ccnc1C (stereo unspecified),1.8,1.7,10,3%,i,-2.5,1057,8,-6,4%,-6.2,974,i,-1,-0.62,-0.2,-0.18,0.31
O=C(O)C(Cc1c[nH]c2ccccc12)N1C(=O)C2C3c4ccccc4C(c4ccccc43)[C@@H]2C1=O (stereo partly specified),.,.,.,.,i,0.19,1146,.,.,.,0.7,1262,.,.,0.51,-0.21,0.16,-0.35
CN(c1ccccc1)c1nc(N2CCCC2)nc(-n2ccnc2)n1,3.2,2.3,6.5,12%,i,-0.1,1231,-1,10,9%,-3.7,1459,i,-2,-0.29,-0.15,0.19,0.02
Nc1ccc(C(=O)O)cc1S(=O)(=O)O,.,.,.,.,i,0.21,1382,.,.,.,-2.0,1209,.,.,0.24,-0.22,0.0017,-0.4
COc1ccc2[nH]c3c(=O)n(CCCCC(=O)NCCC(C)C)c(=S)[nH]c3c2c1,5.1,2.9,9.8,-16%,i,-0.84,1290,1,4,-11%,1.6,1087,i,2,1.3,-0.22,0.86,-1.5
O=C(OCC(=O)c1ccco1)c1ccc2ncsc2c1,5.1,3.1,1.1,2%,i,.,.,11,1,1%,-1.0,1130,i,3,-0.45,-0.28,-0.062,-0.16
CS(=O)(=O)Nc1ccc(C2=NN(S(C)(=O)=O)C(c3ccccc3)C2)cc1 (stereo unspecified),6.1,2.5,0.6,22%,i,0.51,1299,-2,-1,14%,-1.4,970,i,14,-0.47,-0.31,-0.6,0.51
COC(=O)c1ccc2c(c1)C(=O)/C(=C/c1ccc(O)cc1)O2,2.5,1.7,5.2,8%,i,0.1,1170,10,5,4%,-0.2,970,i,6,0.82,-0.19,0.36,-0.28

# 3 records drawn at random from the list so far, as already listed:
Molecule,MT stabilize HCS,MT stabilize HCS Hoechst-high %,MT stabilize HCS cytotoxicity %,PMI inhibitors,Yfh1-off respiration,Ins promoter up,Ins promoter up cell count,WT yeast gro inh,WT yeast gro inh mutant strain,PMI inhibition,bCat nuc transl,bCat nuc transl cell count 5 µM,Autophagy mod,Autophagy mod cell loss 18 h,Dynein cargo inh,Dynein cargo inh cytoplasmic EGFP,Dynein cargo inh nuclear GR-EGFP,Dynein cargo inh cell count
O=C(O)C(Cc1c[nH]c2ccccc12)N1C(=O)C2C3c4ccccc4C(c4ccccc43)[C@@H]2C1=O (stereo partly specified),.,.,.,.,i,0.19,1146,.,.,.,0.7,1262,.,.,0.51,-0.21,0.16,-0.35
Nc1ccc(C(=O)O)cc1S(=O)(=O)O,.,.,.,.,i,0.21,1382,.,.,.,-2.0,1209,.,.,0.24,-0.22,0.0017,-0.4
Cc1nn(-c2ccccc2)c(Cl)c1/C=N/Nc1ccc(S(=O)(=O)Nc2ccccc2C(=O)O)cc1[N+](=O)[O-],2.5,2.0,8.4,18%,.,.,.,20,16,6%,.,.,i,-5,-0.66,-0.15,-0.96,-0.65

# The list goes on.
Molecule,MT stabilize HCS,MT stabilize HCS Hoechst-high %,MT stabilize HCS cytotoxicity %,PMI inhibitors,Yfh1-off respiration,Ins promoter up,Ins promoter up cell count,WT yeast gro inh,WT yeast gro inh mutant strain,PMI inhibition,bCat nuc transl,bCat nuc transl cell count 5 µM,Autophagy mod,Autophagy mod cell loss 18 h,Dynein cargo inh,Dynein cargo inh cytoplasmic EGFP,Dynein cargo inh nuclear GR-EGFP,Dynein cargo inh cell count
OC1(c2ccc(F)cc2)CCN(Cc2nnnn2Cc2cccs2)CC1,5.5,3.5,5.5,8%,i,0.76,734,-4,-1,-1%,0.4,1092,i,13,-0.092,-0.16,0.29,-0.44
Cc1cccc(CCNC(=O)CCS(=O)(=O)c2ccc(Br)cc2)c1,2.2,3.2,9.3,-11%,i,0.04,1201,4,-8,-13%,.,.,i,-2,2.4,-0.1,1.5,-1.9
CCOc1cc(NC(=O)c2ccccn2)c(OCC)cc1NC(=O)c1cccc(C)c1,1.1,2.0,8.8,1%,i,-1.2,1785,-9,-9,0%,-0.9,1046,i,-22,-3.7,1.7,-1.8,-4.9
O=C(CSc1nc2ccccc2[nH]1)Nc1ccc2c(c1)CCC2,4.5,2.0,5.5,2%,i,-0.45,1099,2,-15,-8%,-4.5,562,i,-3,1.1,-0.2,0.64,-0.15
O=C(Nc1ccon1)C(Sc1ccccc1)c1ccccc1 (stereo unspecified),3.2,3.0,6.8,4%,i,.,.,24,2,7%,-0.3,1047,i,2,-0.65,-0.23,-0.078,0.89
CCCNC(=O)Nc1ccc(C(F)(F)F)cc1,4.1,1.6,7.4,6%,i,0.32,1364,6,11,7%,0.5,976,i,9,2.7,-0.034,1.7,-1.7
O=C(c1cc2ccccc2c(=O)o1)N1CCc2ccccc2C1,1.0,1.3,3.8,3%,.,-0.11,1562,13,2,4%,0.7,1323,i,-3,0.82,-0.22,0.04,-0.044

# From PubChem
